Bioassay records: PubChem BioAssay, National Center for Advancing Translational Sciences (NCATS)
B2AR arrestin ag: agonists recruiting beta-arrestin to human beta2-adrenergic receptor | Potency, µM (doses to about 46.1 µM), for inactives: top-dose activation, hits mostly activators | HTLA Tango cells, beta-arrestin recruitment, luciferase luminescence, 18 h | P07550 | 44,000 tested, under 10 active;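 note: potency is the fitted concentration of half-maximal effect; 0% = DMSO and full agonism = EC100 isoproterenol or metaproterenol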
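Receptor–beta-arrestin recruitment read by tTA-responsive luciferase: compound titrations (up to 46 µM) incubated 18 h with Tango cells, then luminescent substrate 15 min at room temperature. Concentration-response fits classified by r2, efficacy and activity.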
GALK inhibitor: GALK (human) enzyme inhibition | P51570 | recombinant GALK, Kinase-Glo ATP luminescence, 1 h | Potency, µM (series often up to 57.5 µM), without a hit: at the top dose activity, negative = inhibition, usual class: inhibitors | 44,000 tested, under 10 active | AID 1347072;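 note: plate controls were full GALK reaction for no effect and reaction lacking GALK for full effect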
Target sequence (P51570 whole entry, looked up): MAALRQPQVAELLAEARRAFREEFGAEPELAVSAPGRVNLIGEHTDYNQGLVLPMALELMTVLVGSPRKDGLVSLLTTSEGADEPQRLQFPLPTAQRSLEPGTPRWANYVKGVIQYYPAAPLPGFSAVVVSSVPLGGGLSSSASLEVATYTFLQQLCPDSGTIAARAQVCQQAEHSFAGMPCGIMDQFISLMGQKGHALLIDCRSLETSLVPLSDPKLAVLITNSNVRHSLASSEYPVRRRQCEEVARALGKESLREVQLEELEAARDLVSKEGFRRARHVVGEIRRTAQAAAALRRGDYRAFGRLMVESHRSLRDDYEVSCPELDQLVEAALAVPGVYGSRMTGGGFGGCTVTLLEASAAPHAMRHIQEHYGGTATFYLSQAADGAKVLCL
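Luminescent ATP-depletion readout (Kinase-Glo Plus, 10 min) after 1 h RT reaction of 5 nM GALK, 35 uM ATP, 100 uM galactose, pH 8.0 HEPES buffer. Decreased kinase activity scored as inhibition.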
p53null 39C tox: p53 null cell cytotoxicity, nonpermissive temperature. H1299 p53-null (neo) cells, 39C, ATPlite viability, 24 h. Potency, µM (titrated, usually from 46.1 µM), for inactives: at the highest dose activity, negative = cell killing, hits mostly cytotoxic. 55,000 compounds, 0.97% hits. AID 904;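 note: potency is the fitted concentration of half-maximal effect; 0% = DMSO only and -100% = full killing by 100 µM tamoxifen; nearly all actives have a fitted effect of over 50% in size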
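H1299 lung cancer cells, p53-null (H1299-neo) or expressing p53 A138V (H1299-p53A138V), were plated overnight at 37C, then exposed to compounds at up to 46 uM for 24 hr at 39C. Viability was read by ATP-based luminescence.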
p53null 32C kill: kills p53 null cells at the permissive temperature. H1299-neo p53 null cells, ATP luminescence, 24 h, 32C. Potency, µM (top dose mostly 46.1 µM), without a hit: top-dose activity change, negative = cytotoxicity, hits mostly cytotoxic. 55,000 compounds, 0.62% hits. AID 903;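 note: potency is the fitted concentration of half-maximal effect; 0% = DMSO only and -100% = full killing by 100 µM tamoxifen; nearly all actives have a fitted effect of over 55% in size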
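H1299-neo (p53-null) cells, 600/well, were pre-incubated overnight at 37C, then exposed to compounds at up to 46 uM for 24 hr at 32C. Viability was measured as ATP content by luminescence, and AC50 values came from Hill fits.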
NTMT1 inh: blocks human N-terminal methyltransferase 1 activity. Q9BV86. NTMT1 MTase-Glo SAH luminescence, purified enzyme. Potency, µM (titrated, usually from 114 µM), for the others: top-dose activity change, negative = inhibition, hits mostly inhibitors. 59,000 compounds, 2.5% hits. AID 1645870;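 note: potency is the fitted concentration of half-maximal effect; plate controls were DMSO vehicle for no effect and no enzyme for full effect; nearly all actives have a fitted effect of over 65% in size; many of its hits are not listed in these tables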
Target sequence (Q9BV86 whole entry, looked up): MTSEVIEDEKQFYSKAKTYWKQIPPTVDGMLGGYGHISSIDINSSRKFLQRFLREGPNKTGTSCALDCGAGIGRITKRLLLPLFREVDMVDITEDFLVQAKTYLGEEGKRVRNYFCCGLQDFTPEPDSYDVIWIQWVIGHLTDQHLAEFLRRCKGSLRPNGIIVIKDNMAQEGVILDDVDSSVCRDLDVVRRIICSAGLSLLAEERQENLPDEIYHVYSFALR
FH mod: Identification of activators of human fumarate hydratase by quantitative high-throughput screening; Fumarate hydratase, mitochondrial (Homo sapiens), P07954; FH coupled MDH/diaphorase resazurin fluorescence, 15 min; Potency, µM (doses to about 79.9 µM), inactives show at the top dose activity change, negative = inhibition, hits mostly inhibitors; 54,000 compounds, 0.22% hits; note: potency is the fitted concentration of half-maximal effect; % is set by controls: 0 for no effect and ±100 for the full control effect; the screen sought activators but most active calls are inhibition curves; nearly all actives have a fitted effect of over 45% in size
PTAP-TSG101 blk: TSG101-PTAP interaction inhibition, HIV-1 budding | Potency, µM (highest dose often 115 µM), for the others: at the top dose activity change, negative = inhibition, hits mostly inhibitors | 44,000 tested, under 10 active | Fluorescence polarization, FITC-PTAP peptide/Tsg101, 20 min | Q99816; note: potency is the fitted concentration of half-maximal effect; 0% is about no effect
Target sequence (Q99816 whole entry, looked up): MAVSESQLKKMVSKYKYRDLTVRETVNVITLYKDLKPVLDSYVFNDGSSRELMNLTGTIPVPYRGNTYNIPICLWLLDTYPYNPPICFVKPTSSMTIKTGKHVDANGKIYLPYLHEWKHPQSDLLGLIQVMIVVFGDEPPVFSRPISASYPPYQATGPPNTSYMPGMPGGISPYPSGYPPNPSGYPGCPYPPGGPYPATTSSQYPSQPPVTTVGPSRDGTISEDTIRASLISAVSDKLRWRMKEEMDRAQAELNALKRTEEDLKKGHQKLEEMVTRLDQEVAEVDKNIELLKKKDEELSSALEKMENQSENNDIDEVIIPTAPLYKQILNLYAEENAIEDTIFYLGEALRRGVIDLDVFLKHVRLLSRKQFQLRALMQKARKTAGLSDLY
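Steps: Tsg101 binding domain (10 uM final) in HEPES pH 7.5/NaCl/Tween 20/EDTA/TCEP; add compound; add FITC-PTAP peptide (50 nM final); incubate 20 min r.t.; read polarization.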
Active calls of the source: *; ? = inconclusive; · = not tested or not shown. Calls come from the whole dose curve; as a rule, active = well fitted curve in the direction sought with a large enough effect; inconclusive = small, poorly fitted or top-dose-only effect, or another doubt; inactive = no such curve, though single readings can be large; an effect the other way counts as inactive or inconclusive.

Fields – B2AR arrestin ag, GALK inhibitor, p53null 39C tox, p53null 32C kill, NTMT1 inh, FH mod, PTAP-TSG101 blk
COc1ccc(C)cc1-n1c(SCC(=O)NCc2ccco2)nc2c([nH]c3ccccc32)c1=O
→ ?, -0.1%, 16.1%, 3.8%, -0.3%, -15.9%, -12.0%
CCNC(=O)c1ccc(CSc2nc3ccncc3n2Cc2ccc(F)cc2)cc1
→ -1.9%, 3.0%, -9.8%, -1.8%, 15.4%, -14.6%, -2.6%
COc1ccc(-c2onc(C)c2C)cc1S(=O)(=O)NCC(C)c1ccccc1 (stereo not drawn)
→ 2.0%, 0.4%, -17.8%, 27.2%, -3.6%, -21.1%, -12.1%
O=c1c2cc3c(cc2n(Cc2ccccc2)c(=O)n1Cc1nc(-c2ccccc2)no1)OCO3
→ 0.0%, 0.1%, 9.4%, 2.2%, 8.3%, -10.0%, -0.4%
Cc1ccc(Cn2cnc3c(oc4ccccc43)c2=O)cc1
→ -0.6%, 4.1%, 7.4%, -2.8%, 9.6%, 3.0%, -3.5%
O=C(CSc1nc2nccnc2c(=O)n1CCc1c[nH]c2ccccc12)Nc1ccc(F)cc1
→ -0.3%, 1.7%, -9.0%, -1.9%, -5.1%, -0.2%, -4.0%
CN1CCN(C(c2ccc(Cl)cc2Cl)c2sc3nc(-c4ccco4)nn3c2O)CC1 (stereo not drawn)
→ -3.3%, 1.3%, -0.7%, 3.7%, 9.9%, 2.5%, -3.1%
COc1ccccc1CNC(=O)CCC1N=C2c3ccccc3N=C(SCc3ccc(Cl)cc3)N2C1=O (stereo not drawn)
→ ?, -8.0%, 10.5%, 28.0%, 21.3%, -21.7%, 2.8%
Cc1ccc(OCC(=O)Nc2ccc(OCc3cc(=O)n4cccc(C)c4n3)cc2)cc1C
→ 0.2%, 0.4%, 11.1%, -6.3%, -2.7%, 3.3%, -1.6%
O=C(CCOc1ccccc1)N(Cc1cccnc1)c1nc2c(F)cccc2s1
→ -4.4%, -1.4%, 13.0%, 5.2%, ?, -32.5%, -2.1%
Cc1cccc(Oc2coc3cc(OCC(=O)NC4CCCCC4)ccc3c2=O)c1
→ -1.2%, -2.8%, -0.3%, -6.3%, -4.1%, 4.4%, 15.5%
COc1ccc(OC)c(S(=O)(=O)N2Cc3ccccc3CC2C(=O)Nc2ccc(Cl)cc2)c1 (stereo not drawn)
→ 0.1%, 0.4%, 18.8%, 4.6%, 6.4%, -23.2%, -2.8%
COc1cccc(CNC(=O)Cc2c(C)c3cc4c(C)coc4cc3oc2=O)c1
→ 0.7%, 1.5%, -17.1%, -1.7%, -14.8%, 2.2%, -2.9%
COC(=O)c1ccccc1NC(=O)Cn1c(=O)nc(-c2ccccc2)c2cc(Cl)ccc21
→ 0.3%, -1.5%, 12.4%, 23.7%, 2.7%, 0.3%, -3.3%
COc1ccc(S(=O)(=O)NC(C)(C)C)cc1-c1nnc2c3ccccc3c(C)nn12
→ 0.7%, 1.6%, -0.5%, -3.3%, -23.7%, -13.0%, -0.1%
COc1ccc(S(=O)(=O)c2c(Nc3ccc(F)cc3)sc(C(=O)c3ccc(C)cc3C)c2N)cc1
→ 0.1%, -0.5%, 14.9%, 10.5%, 4.6%, -7.0%, -2.3%
COc1ccc(OC)c(NC(=O)C2CCCN(S(=O)(=O)c3ccc4c(c3)CCCC(=O)N4)C2)c1 (stereo not drawn)
→ 0.2%, 4.4%, -23.9%, 0.7%, 7.3%, -26.5%, 1.5%
CCCCc1nc(SCC(=O)Nc2ccc(S(N)(=O)=O)cc2)n[nH]1
→ -0.7%, 2.3%, 22.6%, -9.9%, 9.4%, -6.8%, 1.9%
O=C1OC(C(=O)Nc2ccc(Cl)c(C(F)(F)F)c2)Cc2ccccc21 (stereo not drawn)
→ 0.1%, 0.0%, -17.3%, -0.7%, ·, ·, -0.4%
Oc1ccc(-c2nc3ccc(Cl)cn3c2Nc2ccc3c(c2)OCO3)cc1
→ -2.3%, 0.0%, 5.0%, 18.5%, 2.1%, 4.4%, -4.8%
CCc1ccc(NC(=O)CC2C(=O)N(c3cccc(OC)c3)C(=O)N2Cc2ccc(F)cc2)cc1 (stereo not drawn)
→ 0.4%, 2.1%, 0.4%, 15.1%, ·, ·, -2.4%
Cc1ccc(C)c(N2CCN(C(=O)c3cc(C)nc4c3c(C)nn4-c3ccccc3)CC2)c1
→ 0.3%, -1.8%, 11.4%, -3.1%, 23.3%, -32.2%, 0.4%
Cc1cccc(OCC(O)Cn2c(=N)n(CCN3CCCCC3)c3ccccc32)c1 (stereo not drawn)
→ 0.1%, 3.2%, ?, 7.7%, -1.8%, 11.0%, -1.4%
Cc1cccc(C(=O)Nc2nnc(S(=O)(=O)N3CCOCC3)s2)c1
→ 0.4%, -8.8%, -3.9%, -6.0%, 4.7%, -7.9%, 1.6%
COc1cc([N+](=O)[O-])ccc1NC(=O)N1CCC2(CC1)Nc1cc(F)ccc1-n1cccc12
→ -0.8%, -2.3%, -12.6%, 18.9%, 11.5%, -18.3%, -0.7%
CC(=O)c1cc2c(cc1N/C(=N/S(=O)(=O)c1ccc(C)cc1)c1ccccc1)OCO2
→ -1.6%, 0.9%, 3.5%, 2.9%, 9.8%, -14.1%, -1.7%
CCOc1ccc(NC(=O)CSc2cn(CC(=O)N3CCCCCC3)c3ccccc23)cc1
→ 0.8%, 3.0%, -15.2%, -1.3%, -0.7%, -23.7%, 1.3%
CCN(CC)C(=O)Cn1c(=O)n(-c2ccccc2)c(=O)c2c3c(sc21)CCC3
→ -1.9%, 2.2%, -8.7%, -2.6%, 3.8%, -5.1%, -0.4%
Cc1ccc(OCC(=O)N(Cc2ccco2)Cc2ccco2)cc1
→ -1.3%, -0.2%, -10.6%, -5.2%, -2.9%, -2.2%, -2.5%
Fc1ccc(-c2noc3ncnc(NCc4cccc(Cl)c4)c23)cc1
→ -0.3%, -1.2%, -13.0%, -8.4%, 29.6%, 6.8%, -9.4%
CCOc1ccc(NC(=O)c2sc3nc4c(c(-c5ccc(OC)cc5)c3c2N)C(=O)CC(C)(C)C4)cc1
→ -1.7%, 0.6%, -1.0%, 6.2%, 10.0%, -9.4%, -7.4%
CCOc1ccccc1NC(=O)Cn1c(=O)n(CC(=O)NCc2ccccc2Cl)c(=O)c2sccc21
→ 0.7%, -5.0%, ?, -0.4%, -18.2%, 1.7%, -0.2%
CCCCN(CCCC)C1=C(C(=O)c2ccccc2)N(C)S(=O)(=O)c2ccccc21
→ -0.2%, 1.2%, 2.2%, -12.4%, 12.1%, 11.7%, -4.6%
Cc1ccc2c(c1Br)C(O)(CC(=O)c1ccc(F)cc1)C(=O)N2 (stereo not drawn)
→ -0.3%, 0.2%, 22.5%, -8.6%, 6.3%, 2.9%, -8.5%
Cc1cc(C)cc(Oc2coc3c(CN4CCN(C)CC4)c(O)ccc3c2=O)c1
→ 0.6%, 0.3%, -10.2%, -6.8%, -5.9%, -33.0%, 0.4%
CCN(CC)C(=O)c1sc2c(c1C)c(=O)n(-c1ccc(Cl)c(Cl)c1)c(=O)n2Cc1ccccc1C#N
→ 7.8%, -0.1%, -5.3%, -0.6%, -12.4%, -7.9%, 1.6%
COc1cc(Cl)c(C)cc1NC(=O)c1ccc2c(SCC(=O)O)c3c(nc2c1)CCCC3
→ 0.4%, 0.0%, -15.0%, 5.3%, ?, ?, -1.7%
CCOc1ccccc1N(C)C(=O)c1sc2nc3n(c(=O)c2c1C)CCCC3
→ 0.7%, 0.0%, 24.1%, -0.3%, 0.8%, 1.9%, 1.0%
Clc1ccccc1-c1nnc(-c2ccccc2CNc2ccccc2)o1
→ -0.6%, 1.1%, -26.0%, -3.2%, -5.1%, -14.9%, 0.2%
Cc1ccc(-n2nc(CO)c(C(=O)NCc3cccnc3)n2)cc1
→ -2.0%, 1.3%, ?, 10.6%, -2.0%, -2.1%, 1.5%
COc1ccc(CCNC(=O)C2CCC(CNS(=O)(=O)c3ccc(C)cc3)CC2)cc1OC (stereo not drawn)
→ -0.8%, 2.8%, 9.3%, -8.8%, 10.4%, 5.2%, 1.2%
COc1cccc(NC(=O)CN2C(=O)CSc3ccc(S(=O)(=O)N4CCCC4)cc32)c1
→ -0.1%, 0.3%, -9.2%, -3.5%, 8.5%, -1.6%, -5.3%
CCC(C)NC(=O)CSc1nc2c(sc3ccccc32)c(=O)n1CCc1ccc(OC)c(OC)c1 (stereo not drawn)
→ -2.3%, -0.6%, 17.0%, -5.3%, 11.7%, 4.0%, 0.0%
CCCc1nn2c(=O)cc(COC(=O)c3ccc(NC(=O)CCc4ccccc4)cc3)nc2s1
→ 0.6%, 0.0%, 14.4%, -2.3%, 2.3%, -16.4%, 0.3%
Cc1ccc(C)c(N2CCN(C(=O)c3cnn(-c4ccccc4Cl)c3C3CCN(C(=O)OC(C)(C)C)CC3)CC2)c1
→ 0.6%, -1.0%, 2.8%, 10.1%, 5.3%, -25.3%, -3.6%

Part of the list above, showing only FH mod, p53null 32C kill and p53null 39C tox.
SMILES | FH mod | p53null 32C kill | p53null 39C tox
CCOc1ccc(NC(=O)c2sc3nc4c(c(-c5ccc(OC)cc5)c3c2N)C(=O)CC(C)(C)C4)cc1 | -9.4% | 6.2% | -1.0%
CCOc1ccccc1NC(=O)Cn1c(=O)n(CC(=O)NCc2ccccc2Cl)c(=O)c2sccc21 | 1.7% | -0.4% | ?
CCCCN(CCCC)C1=C(C(=O)c2ccccc2)N(C)S(=O)(=O)c2ccccc21 | 11.7% | -12.4% | 2.2%
Cc1ccc2c(c1Br)C(O)(CC(=O)c1ccc(F)cc1)C(=O)N2 (stereo not drawn) | 2.9% | -8.6% | 22.5%

More results
Fields – B2AR arrestin ag, GALK inhibitor, p53null 39C tox, p53null 32C kill, NTMT1 inh, FH mod, PTAP-TSG101 blk
CN1CCN(C(=O)Cn2c(-c3cccs3)cc3ccccc32)CC1
→ -1.1%, 0.3%, -3.3%, -1.4%, -9.9%, 3.3%, 2.3%
CSCC[C@@H](C(=O)Nc1cccc(F)c1)N1Cc2ccccc2C1=O
→ 0.8%, 5.8%, -22.6%, -2.6%, -10.3%, -7.5%, -3.3%
Cc1ccc(NC(=O)Cn2ncn3c(cc4ccccc43)c2=O)c(C)c1
→ 0.5%, 1.5%, 11.3%, -4.5%, 0.6%, 3.8%, 3.3%
CCOC(=O)c1cc2c(=O)n3ccccc3nc2n(CCCOC)c1=NC(=O)C(C)(C)Oc1ccc(Cl)cc1
→ -1.8%, 5.2%, -9.9%, -2.9%, 11.0%, 1.0%, -5.3%

An excerpt (hit frequency here may not be typical).
